# Screening results deposited in PubChem by several laboratories.
# TcdB inh – TcdB glycohydrolase inhibition; inhibition, % at 9.99 µM; P18177; actives 0.24% (n = 350,000); TcdB glycohydrolase enzymatic assay, plate reader; in the data active means inhibition above about 10%
# PrPC TRFRET – cell surface PrPC inhibition, primary TR-FRET screen | actives 0.43% (n = 370,000) | AID 720596 | P04156 | inhibition, % at 13.8 µM | TR-FRET read-out; in the data active means inhibition above about 24%; further: 0% = median of the test wells and 100% = reference compound wells
# PfHsp40 rescue – rescue of PfHsp40-mediated yeast toxicity; S. cerevisiae expressing PfHsp40, growth rescue, ATP luminescence; growth rescue, % at 12.5 µM; actives 0.68% (n = 340,000); in the data active means growth rescue above about 28%, passing the limit was not always enough; inconclusive means no clear call, values can overlap the other calls;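 further: yeast W303a lacking pdr1 and pdr3 grown in galactose medium; growth measured after three days at 30 °C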
# SARS 3CLpro inh – SARS-CoV 3CLpro protease inhibition. P0C6X7. recombinant SARS-CoV 3CLpro, quenched FRET peptide cleavage. inhibition, % at 6 µM. actives 0.14% (n = 290,000); in the data active means inhibition above about 12%
# BH1578 lux ind – quorum light induction in luxS cqsA deficient V. cholerae. actives 0.16% (n = 350,000). activation, % at 18.7 µM. V. cholerae BH1578 lux reporter, luminescence, 6 h; in the data active means activation mostly above about 9.7%, no sharp cut-off; inconclusive means no clear call, values can overlap the other calls; inactive means mostly below about 3.7%; further: not every result past the cut was called active; inactives centre near 0; reference of the scale not given here
# Anthrax LF prot – inhibitors of Bacillus anthracis lethal factor protease; P15917; multiplex microsphere protease cleavage assay, LF; inhibition, % at 10 µM; actives 0.12% (n = 360,000); further: plate controls were buffer without enzyme for full effect and enzyme alone for no effect
# Target sequence (P15917 whole entry, looked up): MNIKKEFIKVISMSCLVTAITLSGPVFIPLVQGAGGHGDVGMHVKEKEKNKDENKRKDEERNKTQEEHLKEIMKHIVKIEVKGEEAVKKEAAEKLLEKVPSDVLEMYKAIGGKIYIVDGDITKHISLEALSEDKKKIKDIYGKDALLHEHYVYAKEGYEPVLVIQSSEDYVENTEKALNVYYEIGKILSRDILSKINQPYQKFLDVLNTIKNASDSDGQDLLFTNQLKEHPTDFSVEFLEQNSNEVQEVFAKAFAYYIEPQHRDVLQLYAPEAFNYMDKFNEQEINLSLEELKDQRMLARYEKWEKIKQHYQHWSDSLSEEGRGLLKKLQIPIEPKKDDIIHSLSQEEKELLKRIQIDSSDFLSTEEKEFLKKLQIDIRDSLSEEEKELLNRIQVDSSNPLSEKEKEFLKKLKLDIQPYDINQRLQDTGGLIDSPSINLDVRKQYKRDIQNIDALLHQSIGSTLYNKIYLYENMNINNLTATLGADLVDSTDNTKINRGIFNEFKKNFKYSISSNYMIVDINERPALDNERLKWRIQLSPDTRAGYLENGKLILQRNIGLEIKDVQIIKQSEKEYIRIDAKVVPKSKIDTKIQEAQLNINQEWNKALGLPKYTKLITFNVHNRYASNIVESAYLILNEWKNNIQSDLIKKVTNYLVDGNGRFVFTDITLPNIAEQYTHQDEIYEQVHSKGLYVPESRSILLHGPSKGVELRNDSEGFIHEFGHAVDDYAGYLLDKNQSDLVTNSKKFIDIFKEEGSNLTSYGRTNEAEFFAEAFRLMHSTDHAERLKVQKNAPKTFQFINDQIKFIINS
# BoNT A protease – blocks Botulinum neurotoxin A light chain protease | multiplex microsphere protease substrate cleavage, flow cytometry | inhibition, % at 10 µM | actives 0.17% (n = 360,000); further: plate controls were buffer without enzyme for full effect and enzyme alone for no effect
# SSB-PriA inh – blocks PriA binding to SSB C-terminal tail; AlphaScreen SSBct-PriA binding, biotinylated peptide; inhibition, % at 33 µM; actives 0.6% (n = 430,000); in the data active means inhibition mostly above about 37%, no sharp cut-off; inactive means mostly below about 20%;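 further: plate controls were negative control peptide for no effect and reference peptide for full effect; strong numbers were not always called active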
# Y pestis TopoI – Y. pestis Topo-I inhibition via cleavage products. Y. pestis Topo-I cleavage product accumulation, plate reader. activity, % at 10 µM. actives 0.064% (n = 360,000). AID 504884; in the data active means activity above about 50%, passing the limit was not always enough; inconclusive means no clear call, values can overlap the other calls; further: inactives centre near 2
# Numbers without * were called inactive; i = inactive; ? = inconclusive; . = not tested or not shown; & = joins results of further samples. Unless noted, no stated cut-off is given here; in the data, active means inhibition above about 30%; inconclusive means no clear call, values can overlap the other calls; inactive means below that. Not all compounds are listed. The share of hits here may be higher or lower than overall.
molecule,TcdB inh,PrPC TRFRET,PfHsp40 rescue,SARS 3CLpro inh,BH1578 lux ind,Anthrax LF prot,BoNT A protease,SSB-PriA inh,Y pestis TopoI
Cc1c(C)c2ccc(OC(C)C(=O)NCCc3c[nH]c4ccccc34)cc2oc1=O (stereo not drawn),0.7,8,1.1,0,-0.4,4,0.3,-2,-1
Cc1sc2nc(SCC(=O)c3cccs3)n(Cc3ccco3)c(=O)c2c1C,.,7,0.2,4,-3.8,0,-0.2,2,-8
CC1(C)Cc2c(sc3nnn(CC(=O)Nc4ccccc4)c(=O)c23)CO1,0.6,-20,-0.6,1,-0.6,-1,-5.0,-10,5
COc1cc(NC(=O)CN2C(=O)C(=O)N(CC(C)C)C2=O)cc(OC)c1,1.3,1,-0.3,.,5.6,0,2.2,-9,1
CC(=O)N1CCN(c2nc(C)nc3sc4c(c23)CCC(C)C4)CC1 (stereo not drawn),.,0,0.3,3,-11,6,-0.1,2,24
Cc1cc(S(=O)(=O)N2CCOCC2)ccc1OCC(=O)NCCN1CCOCC1,4.0,-4,0.2,-2,-1.3,2,-0.1,-1,6
COc1ccc(NC(=O)C/C(C)=N/NC(=O)c2ccncc2)c([N+](=O)[O-])c1,-8.5,-16,-1.4,0,-0.1,-13,-1.1,.,-7
O=C(c1ccc(S(=O)(=O)N2CCCC2)cc1)N1CCCC(C(F)(F)F)C1 (stereo not drawn),-1.0,1,-0.6,.,i,-4,0.1,-12,8
Cc1cccc(NC(=O)Nc2nnc(-c3ccccc3)o2)c1,0.9,7,0.4,-2,-0.4,-1,0.0,-15,2
CC(=O)Oc1ccc(/C(C)=N\N2CCN(Cc3ccc(Cl)cc3)CC2)cc1,0.3,2,0.1,-4,0.1,0,-0.7,.,11
Cc1cc(/C=C(\C#N)C(=O)NCc2cccs2)c(C)[nH]1,1.2,-16,-0.8,-1,.,2,-0.2,14,-2
C/C(=N\N=C1\NC(=O)C(CC(=O)NCc2ccccc2)S1)C(C)C (stereo not drawn),1.2,4,-0.2,3,-0.3,-2,0.1,.,-1
COc1cc(NC(=O)CN2c3ccccc3CC2C)cc(OC)c1OC (stereo not drawn),.,0,0.0,6,i,.,.,2,-5
C[C@@H]1CN([C@H](C)CO)C(=O)CCCn2cc(nn2)CO[C@H]1CN(C)C(=O)Nc1ccc(C(F)(F)F)cc1,0.0&-1.2,3,.,.,0.0,4,-0.2,.,-7
Cc1cc(S(=O)(=O)NCc2ccncc2)c(C)cc1Br,1.9,15,-1.0,-3,-0.2,-1,1.0,-10,10
CC(C)(C)NC(=O)C(c1ccc(Cl)cc1)N(Cc1ccco1)C(=O)CCl (stereo not drawn),0.7,0,-1.8,5,-1.2,6,-1.5,-8,-1
O=C1CCN(S(=O)(=O)c2ccccc2)CCN1CCOCc1ccc(C(F)(F)F)cc1,0.1,5,0.6,.,-0.3,-2,-0.4,7,8
COc1ccc(Oc2nccc(-c3ccccc3)c2C#N)cc1,.,0,0.0,-4,-0.1,6,-0.5,-11,-2
COc1cccc(Nc2nc(N)nc(C(F)(F)F)n2)c1,.,-6,1.3,-4,i,?,?,-13,-3
COc1ccc(C(=O)N=C2SC3CS(=O)(=O)CC3N2Cc2ccccc2)cc1OC (stereo not drawn),0.5,-1,1.9,-1,i,-2,-1.4,6,22
CCOC(CNC(=O)CCc1c(C)nc2nc(C)nn2c1C)OCC,.,3,-0.5,1,i,2,-0.6,10,-5
CC(C)(C)OC(=O)Nc1ncnc2c1ncn2C1OC(CO)C2OC(C)(C)OC21 (stereo not drawn),0.7,-2,-0.4,0,0.6,-7,?,-2,-8
Cc1cccc(CNC(=O)CC2C(=O)NCCN2C2CCCC2)c1 (stereo not drawn),-1.4,-6,-0.5,-1,-0.3,2,0.8,-10,-12
O=C1NC(=O)C2(CCCCCCC2)N1,0.4,5,-0.1,.,i,-4,-0.2,6,-2
CCC(=O)N1Cc2cc(C(=O)NCC(F)(F)F)nc(-c3cccc(-c4cncnc4)c3)c2[C@@H]1CCO,0.6,-3,.,.,.,-7,0.0,.,.
NC(=S)N/N=C/c1ccc(C(F)(F)F)cc1,0.7,-2,-0.5,8,-0.3,0,-0.3,.,-4
Cn1cc(-c2coc3c(C(=O)NCc4cccs4)cccc23)cn1,.,.,.,.,-0.4,-4,-0.3,.,-3
O=C1CCC(NC(=O)c2ccccc2)C(=O)N1 (stereo not drawn),0.6,6,-1.4,-2,-0.4,-5,1.8,-1,-2
CC1CCC2(CC1)NC(=S)N(C(C)(C)C)N2 (stereo not drawn),-1.9,-2,-0.8,-4,i,-4,1.1,-7,8
C=COCCNC(=O)Nc1ccc(Cl)cc1Cl,-0.4,1,0.5,1,.,-2,-0.1,-16,0
CCOC(=O)NN1C(=O)c2ccccc2NC1c1cccnc1 (stereo not drawn),-0.8,5,0.1,-1,-0.3,1,-0.1,-12,-7
CCCc1c(C)nc(N2CCN(c3cccc(OC)c3)CC2)[nH]c1=O,0.4,-2,11,2,-1.7,-4,-1.1,-2,-11
CCN(C(=O)C1CCCN(c2nc(-c3ccc(OC)cc3)no2)C1)c1ccc(OC)cc1 (stereo not drawn),0.7,5,62*,9,-0.6,-1,-0.2,10,14
Cc1cc(Nc2ccccc2)nc(NCc2ccccc2)n1,2.4,14,-0.6,0,-0.3,-1,0.0,-13,-2
CCCN1C(=O)SC(CC(=O)Nc2ccccc2C)C1=O (stereo not drawn),.,-3,-1.0,6,-0.1,3,-0.3,-4,-1
N#CC(C#N)=C(Nc1ccccc1)c1ccccc1,0.6,6,-0.1,1,0.8,0,-0.7,-8,-6
COCCNc1ncnc2c1ncn2[C@H]1CN(Cc2cccs2)C[C@@H](CO)O1,-0.2,-5,.,.,-0.3,-1,0.0,.,3
Cc1ccc2nc(-c3cccc(SC4CCCCC4)c3)c(NCc3ccccc3)n2c1,-1.5&2.4,5&-1,0.9,.,-1.0,-21&-6,-0.5&-1.0,-2,3
COc1ccc(-c2cn[nH]c2N)cc1OC,.,-9,0.2,2,-0.2,3,-0.3,14,-7
Cc1cc(C)n(CC(=O)N/N=C/c2ccco2)n1,.,2,-0.9,2,-0.3,-14,1.1,.,0
CCOc1ccc(Nc2ncnc3c2nnn3Cc2ccccc2)cc1,-0.9,16,-0.5,-5,i,-3,-4.3,-13,-5
Cc1cccc(N(CC(=O)NC2CCCC2)C(=O)c2c(C)noc2C)c1,.,1,-1.0,-5,-2.9,2,0.4,4,11
COc1ccc(OC)c(N2Cc3ccccc3C2)c1,.,-7,-0.1,2,i,-7,3.4,21,2
COc1ccc(C(CNC(=O)c2cccc(S(=O)(=O)Nc3ccc(C)cc3)c2)N2CCCCC2)cc1 (stereo not drawn),0.6,-5,0.9,.,-2.4,0,-3.8,7,7
O=C(O)c1ccc(NCCC2=CCCCC2)c([N+](=O)[O-])c1,-2.7,-16,-0.8,5,-0.9,-1,0.1,2,-3
O=C(N/N=C/c1cc([N+](=O)[O-])ccc1O)c1cccc2cc[nH]c12,0.8,-6,-0.5,4,-0.3,-4,-0.3,.,2
CN(C)c1cccc(-c2nnc(SCCCC#N)o2)c1,.,5,0.2,0,i,1,0.7,2,1
COc1ccc(NC(=O)c2ccccc2N(Cc2ccccc2)S(C)(=O)=O)cc1OC,4.7,9,-1.1,-1,i,1,0.3,-16,4

# Arranged by molar mass (largest number first): part of the list above.
molecule,TcdB inh,PrPC TRFRET,PfHsp40 rescue,SARS 3CLpro inh,BH1578 lux ind,Anthrax LF prot,BoNT A protease,SSB-PriA inh,Y pestis TopoI
Cc1ccc2nc(-c3cccc(SC4CCCCC4)c3)c(NCc3ccccc3)n2c1,-1.5&2.4,5&-1,0.9,.,-1.0,-21&-6,-0.5&-1.0,-2,3
Cc1cccc(N(CC(=O)NC2CCCC2)C(=O)c2c(C)noc2C)c1,.,1,-1.0,-5,-2.9,2,0.4,4,11
Cc1cc(C)n(CC(=O)N/N=C/c2ccco2)n1,.,2,-0.9,2,-0.3,-14,1.1,.,0

# (further entries)
molecule,TcdB inh,PrPC TRFRET,PfHsp40 rescue,SARS 3CLpro inh,BH1578 lux ind,Anthrax LF prot,BoNT A protease,SSB-PriA inh,Y pestis TopoI
CCOc1ccc(NC(=O)c2ccc(CC)s2)c([N+](=O)[O-])c1,10*,-9,-0.9,-3,-0.6,-5,0.4,-4,5
c1coc(CNC2CCCCCCC2)c1,.,1,-1.4,-6,0.4,7,-2.1,-15,7
O=C(Cn1ccc([N+](=O)[O-])n1)Nc1ccccn1,1.2,-6,0.4,1,3.6,-2,0.4,5,6
COCCNc1nc(SC)nc2sc3c(c12)CCN(C)C3,0.5,-7,0.6,-1,i,0,3.0,6,-9
COc1ccc(OCCC(=O)OCC(=O)Nc2ccc(Br)cc2)cc1,-2.6,8,0.2,-5,i,0,-2.6,0,-1
Cc1ccc(C)c(CSC2=NCCN2S(=O)(=O)c2ccccc2)c1,0.5,6,0.8,-1,-0.5,-2,1.2,-7,31
CC(C)N(Cc1ccccc1)C(=O)C1CCCN(c2ncnc3c2nc2n3CCCCC2)C1 (stereo not drawn),-0.1,1,1.8,1,i,0,0.7,-7,32
O=C(O)c1ccc(/C=N/Nc2nc3ccccc3[nH]2)cc1,1.8,-1,-3.2,-3,-0.4,-9,0.4,i,-5
Cc1ccc(C2=NS(=O)(=O)N(C)C(C(=O)Nc3cc(C)n(CC(=O)N4CCC(C)CC4)n3)=C2)cc1,0.6,-10,0.3,8,-0.6,-1,-0.1,10,-7
Cc1ccc(NC(=O)COC(=O)C2CC2)cc1Cl,0.8,0,4.4,.,i,-11,-0.3,-10,2
c1ccc(Cn2c(Cn3c(-c4cnccn4)nc4ccccc43)nc3ccccc32)cc1,-0.1,-5,.,.,.,-12,-0.8,.,.
O=C(CSc1nc2ccccc2s1)NC(=O)NCc1ccco1,.,7,-0.5,7,i,-10,0.3,-8,22
O=C(CN1C(=O)CCC1=O)Nc1nc2c(F)cc(F)cc2s1,-0.7,-10,-1.2,0,-0.1,3,0.4,2,-1
Cc1cc(C)c(S(=O)(=O)O)c(C)n1,.,-3,-0.8,-1,i,-1,0.4,-13,5
CCC1(c2ccc(F)cc2)NC(=O)N(CC(=O)N2c3ccccc3NC(=O)C2(C)C)C1=O (stereo not drawn),0.8,9,2.3,.,i,-2,0.2,-17,15
CC(=O)c1ccc(OCC(=O)OCc2cc(-c3ccco3)on2)cc1,2.6,0,-0.9,.,-1.8,2,-0.8,2,5
COc1ccc(F)cc1S(=O)(=O)N1CCC2(CC1)OCCN2S(=O)(=O)c1cccs1,1.3,-3,-0.3,.,-2.2,0,-0.7,-4,16
CCCCNC(=O)CSc1nc(Cc2ccccc2)nc2ccccc12,-0.3,28*,-0.6,0,i,-4,-3.6,-6,4
O=C(Nc1ccc(C(F)(F)F)cc1)c1cc(-c2cccnc2)nc2ccc(Br)cc12,.,0,-0.5,1,-2.0,-8,0.5,-8,19
Cc1cccc(C)c1OCC(=O)NCC1COc2ccccc2O1 (stereo not drawn),-0.5,-2,1.9,.,-7.1,3,2.1,-14,-3
CN(C)c1ccc(C(=N)Cc2ccc3ccccc3n2)cc1,-3.8,-2,.,.,-2.9,10,-0.6,.,2
O=C(CN1CCC(NC(=O)Nc2ccccc2)CC1)Nc1ccccc1F,1.3,-6,-0.3,-5,i,-1,3.1,-5,-11
Cc1ccc(C(=O)Nc2cc(C)c(OCC(=O)N3CCOCC3)c(C)c2)cc1,.,-3,1.6,-3,i,-2,0.4,-4,4
CCN1CC(CN(C)Cc2nc(-c3ccc(C(F)(F)F)cc3)no2)CC1=O (stereo not drawn),0.7,9,0.4,-1,i,-2,-0.6,3,2
CSCCC(NC(=O)c1cc(CC(C)C)oc1C)C(=O)O (stereo not drawn),.,18,1.5,2,i,2,-0.5,0,1
O=C(CN1C(=O)c2cccc3cccc(c23)C1=O)N1CCN(c2ccccn2)CC1,1.2,1,0.3,-1,0.8,-1,0.4,-13,-1
